# PhoP GFP inhibition – Inhibition of PhoP regulon, Salmonella typhi GFP reporter cells, confirmation, 4 h (AID 1850); Salmonella Typhi PhoP-promoter GFP reporter, fluorescence, 4 h; higher % means a stronger effect; inhibition, % at 50 µM, or IC50 in µM where a hit was titrated; 0.33% of 310,000 active; in the data active = a potency from the dose series; inconclusive = inhibition mostly from about 25% at the one dose, without a potency; inactive = the rest, 99 in 100 with inhibition below about 19%;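 note: 0% = induced wells with vehicle and 100% = uninduced wells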
# H1N1 NS1A inhibition – NS1A inhibition, H1N1 influenza, cell based functional assay (AID 504329); NS1A functional cell-based assay, percent inhibition; higher % means a stronger effect; inhibition, % at 12.5 µM, or IC50 in µM where a hit was titrated; 0.3% of 340,000 active; in the data active = a potency from the dose series; inconclusive = inhibition above about 27% without an active follow-up result; note: strong numbers were not always called active
# H37Rv inhibition – M. tuberculosis growth inhibition, HTS (AID 449762). M. tuberculosis H37Rv growth inhibition, 7H9 media; higher % means a stronger effect. one-dose inhibition, % at 25 µM; IC50 in µM for titrated hits. 0.59% of 330,000 active; in the data active = a potency from the dose series; inconclusive = inhibition above about 70% without an active follow-up result;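 note: bacterial growth assessed after seven days of incubation; strong numbers were not always called active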
# inhibitors of VEEV – inhibitors of VEEV TC-83 cytopathic effect, confirmation, Vero cells (AID 588727); Vero cells, VEEV TC-83 cytopathic effect inhibition; higher % means a stronger effect; one-dose inhibition, % at 20 µM; IC50 in µM for titrated hits; 0.13% of 350,000 active; in the data active = a potency from the dose series; inconclusive = inhibition mostly from about 14% at the one dose, without a potency; inactive = the rest, 99 in 100 with inhibition below about 12%; note: strong numbers were not always called active
# tuberculosis growth – growth inhibition of non-replicating M. tuberculosis (AID 488890) | Mycobacterium tuberculosis non-replicating, growth inhibition; higher % means a stronger effect | inhibition, % at 25 µM; hits with a dose series show IC50 in µM | 0.39% of 320,000 active; in the data active = a potency from the dose series; inconclusive = inhibition mostly from about 82% at the one dose, without a potency; inactive = the rest, 99 in 100 with inhibition below about 76%;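 note: plate controls were DMSO cells for no effect and high antibiotic wells for full effect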
# inhibitors of VEEV 10K pilot screen – also measured in inhibitors of VEEV; calls as there; inhibition, %; measured here: 10K pilot screen inhibition
# Starred values were filed as active, the others as inactive; i = inactive; ? = inconclusive; · = not tested or not shown.
SMILES,PhoP GFP inhibition,H1N1 NS1A inhibition,H37Rv inhibition,inhibitors of VEEV,tuberculosis growth,others
O=C(CC1NCCN(Cc2ccccc2)C1=O)Nc1ccc(Cl)cc1 (stereo not drawn),8%,-19%,2%,0.7%,-5%,
O=C(NCc1ccco1)C(c1ccc(F)cc1)N(C(=O)Cc1cccs1)c1cccnc1 (stereo not drawn),-7%,-5%,-3%,1.5%,-7%,
Cc1ccc(CN2CCN(/N=C/c3cccnc3)CC2)cc1,-3%,-1%,-1%,1.6%,12%,
CCn1c(CSc2nc(C)cc(C)n2)nnc1SCC(N)=O,-6%,4%,5%,1.9%,-3%,
CC(=O)CC(=O)NC(=NC1CCCCC1)Nc1nc(C)cc(C)n1,-3%,0%,43%,0.7%,30%,
COc1cc2c(cc1OC)C(C)N(C(=O)/C=C/c1cc(OC)c(OC)c(OC)c1)CC2 (stereo not drawn),13%,4%,6%,i,2%,
O=C(CNC(=O)c1cccc(F)c1)OCC(=O)N1CCCc2ccccc21,7%,16%,13%,0.2%,-5%,
Cc1onc(-c2ccccc2)c1C(=O)OCC(=O)NC(=O)c1ccccc1,-4%,-5%,4%,1.4%,-8%,
Cc1ccc(/C=N/NC(=O)C2(O)c3ccccc3-c3ccccc32)o1,-2%,-1%,0%,0.5%,16%,
Cc1ccccc1/C=C1\Oc2ccccc2C1=O,·,24%,11%,i,50%,
Cc1cc(NC(=O)c2cc(-c3ccccn3)nc3c(Cl)cccc23)no1,-13%,-4%,-2%,2.6%,4%,
O=C(c1ccc2c(=O)n3c(nc2c1)CCCCC3)N1CCN(c2ccc(Cl)cc2)CC1,-3%,-2%,-1%,1.3%,42%,inhibitors of VEEV 10K pilot screen=0.2
Cc1ccc(C)c2[nH]c(=O)c(CN(Cc3cccs3)C(=S)NCc3ccco3)cc12,3%,7%,2%,6.7%,27%,
COCCNC(=O)C(OC(=O)c1ccco1)c1ccc(OC)cc1 (stereo not drawn),·,-2%,·,0.4%,·,
Cc1c(N=C2N=C(NC(=O)NC(C)(C)C)c3ccccc32)c(=O)n(-c2ccccc2)n1C,-8%,0%,2%,8.5%,22%,
O=C(N/N=C/c1ccc(Br)cc1)c1ccc(F)cc1,17%,-2%,7%,0.9%,-11%,
O=C(Nc1ccc(NC(=O)c2cccs2)cc1)c1ccc2c(c1)OCO2,-20%,-9%,0%,i,-4%,
COc1ccc(OC)c(N2C(=O)CCCC2=O)c1,8%,0%,-5%,1.3%,-11%,
O=C1OC(Sc2ccccc2)(c2ccccc2)c2ccccc21 (stereo not drawn),·,-9%,·,3.3%,·,
CC1CC(C)CN(c2ncc3c(n2)CC(c2ccccc2)CC3=O)C1 (stereo not drawn),-7%,-14%,?,i,-12%,

# Reprinted from the part before: seven compounds, followed by the next part.
SMILES,PhoP GFP inhibition,H1N1 NS1A inhibition,H37Rv inhibition,inhibitors of VEEV,tuberculosis growth,others
COCCNC(=O)C(OC(=O)c1ccco1)c1ccc(OC)cc1 (stereo not drawn),·,-2%,·,0.4%,·,
Cc1c(N=C2N=C(NC(=O)NC(C)(C)C)c3ccccc32)c(=O)n(-c2ccccc2)n1C,-8%,0%,2%,8.5%,22%,
O=C(N/N=C/c1ccc(Br)cc1)c1ccc(F)cc1,17%,-2%,7%,0.9%,-11%,
O=C(Nc1ccc(NC(=O)c2cccs2)cc1)c1ccc2c(c1)OCO2,-20%,-9%,0%,i,-4%,
COc1ccc(OC)c(N2C(=O)CCCC2=O)c1,8%,0%,-5%,1.3%,-11%,
O=C1OC(Sc2ccccc2)(c2ccccc2)c2ccccc21 (stereo not drawn),·,-9%,·,3.3%,·,
CC1CC(C)CN(c2ncc3c(n2)CC(c2ccccc2)CC3=O)C1 (stereo not drawn),-7%,-14%,?,i,-12%,
Nc1c(-c2nn[nH]n2)cnn1-c1cc(Cl)cc(Cl)c1,-10%,-1%,-3%,0.4%,2%,
COc1ccc(S(=O)(=O)N(C)C)cc1NC(=O)c1ccc2c(c1)NC(=O)C(C)S2 (stereo not drawn),·,-10%,-3%,10%,10%,
COc1ccc(C(CNC(=O)COc2ccc(Cl)c(C)c2)N2CCCCC2)cc1 (stereo not drawn),0%,8%,10%,0.8%,28%,
Cc1cc([N+](=O)[O-])ccc1NC(=O)CN1C2CCC1CC(NC(=O)NC13CC4CC(CC(C4)C1)C3)C2 (stereo not drawn),3%,8%,?,i,?,
O=C(O)CC(C(=O)OCCOc1ccccc1)N1CCOCC1 (stereo not drawn),5%,-5%,-2%,0.9%,-23%,
CCOc1ccccc1C(=O)NCc1ccc2c(c1)OCO2,6%,3%,7%,1.2%,31%,
NS(=O)(=O)c1ccc(Nc2nc(-c3cccc([N+](=O)[O-])c3)cs2)cc1,-1%,0%,2%,i,13%,
Cc1ccc(C(=O)NC(=S)N2CCN(C)CC2)cc1,12%,5%,6%,1.8%,11%,
CCc1ccccc1NC(=O)CNC(=O)CNC(=O)Cc1ccccc1,·,-10%,·,3.4%,·,
CSc1ncc(Cl)c(C(=O)Nc2ccc(C)c(C)c2)n1,-10%,2%,7%,1.0%,12%,
O=C(Oc1ccc(/C=N/n2cnnc2)cc1)c1cccc([N+](=O)[O-])c1,-4%,-2%,8%,5.1%,14%,
O=C(O)Cn1c(=O)c(F)cn(C2CCCO2)c1=O (stereo not drawn),-13%,7%,-1%,1.1%,7%,
COc1ccc(NC(C)=O)cc1NC(=O)CSc1nnc(-c2ccccn2)n1C,0%,-2%,-3%,0.3%,-17%,
CC(=O)NCCc1nc(-c2ccc(Cl)cc2)no1,8%,4%,-3%,0.8%,7%,
COc1cccc(N2CCN(C(=O)NC3CCCCC3)CC2)c1,-16%,5%,0%,0.1%,19%,inhibitors of VEEV 10K pilot screen=0.6
COc1cccc(CN2CCSCC2)c1OC,-7%,-8%,-1%,0.6%,-6%,
CCCCCOc1ccc(C(=O)NCC(=O)NCC(=O)OCC)cc1,-9%,-5%,?,i,?,
CC(=O)N1CCN(c2ccc(C(N)=O)cc2[N+](=O)[O-])CC1,13%,-11%,4%,i,-2%,
CCc1cc2c(=O)nc3n(c2s1)Cc1ccccc1/C3=C(/O)c1cccc([N+](=O)[O-])c1,7%,10%,-3%,2.7%,10%,
Cn1c(=O)c2c(nc(SCC(=O)NCc3ccc4c(c3)OCO4)n2Cc2ccc(Cl)cc2)n(C)c1=O,-3%,13%,-10%,5.2%,0%,
CC1(C)OC(=O)C(=CNc2ccccc2)C(=O)O1,1%,-18%,-1%,0.8%,5%,
COc1ccc(N2C(=O)C3C4C=CC(C4)C3C2=O)c(OC)c1 (stereo not drawn),-15%,6%,2%,2.9%,-10%,
Cc1cc(C(=O)COC(=O)c2ccco2)c(C)n1Cc1ccco1,0%,-3%,10%,i,56%,
COc1cc(NC(=O)CSc2ccccc2)c(C(=O)O)cc1OC,2%,-1%,6%,0.1%,6%,
O=C1COc2ccc(C(=O)NCc3ccc4c(c3)OCO4)cc2N1,-6%,-4%,-12%,0.9%,3%,
NS(=O)(=O)c1cc(C(=O)NCCOc2ccccc2)c(Cl)cc1Cl,-2%,-4%,-3%,1.6%,8%,
NC(=O)c1cc(S(=O)(=O)NCCc2ccc(Cl)cc2)cs1,-3%,-6%,1%,i,1%,
CN(C)C(/C=C/Nc1ccc(Br)cc1)=C(C#N)C#N,5%,-16%,19%,2.7%,-8%,
CCN1CC(CN(C)Cc2nc(-c3cccs3)no2)CC1=O (stereo not drawn),4%,-20%,-2%,0.2%,-5%,
COCCN(CC(=O)Nc1cccc(C)c1C)C(=O)Cc1sc(C)nc1-c1ccc(F)cc1,·,-6%,-4%,3.6%,32%,
O=C(OCC(=O)N(C1CCCCC1)C1CCCCC1)c1ccco1,-4%,0%,-6%,i,2%,
CCOC(=O)c1nnn2c1nc(N1CCCCC1)c1ccccc12,3%,-27%,4%,1.6%,6%,
Cc1ccc(CNC(=O)CCS(=O)(=O)c2ccc3c(c2)NC(=O)CO3)cc1,-2%,2%,-6%,1.3%,1%,
CCOC(=O)c1cc(-c2ccccc2)sc1NC(=O)C(C)OC(=O)c1ccncc1 (stereo not drawn),-5%,-9%,17%,0.7%,1%,inhibitors of VEEV 10K pilot screen=4.4
COc1cc(N2CCCC2)c(OC)cc1C=O,-12%,-12%,3%,3.7%,29%,
Cc1ccc(NC(=O)Cn2nnc(C(=O)Nc3ccc(F)c(Cl)c3)c2N)cc1,-16%,9%,2%,0.4%,-15%,
COc1cccc(/C=N/NC(=O)CNC(=O)CCc2ccccc2)c1O,24%,-4%,-4%,3.8%,7%,
CC(Sc1nncn1C)C(=O)Nc1ccc2ccccc2c1 (stereo not drawn),·,4%,·,0.3%,·,
COc1cc(NC(=O)c2cccs2)c(C(=O)OCC(=O)NCc2ccccc2)cc1OC,-12%,2%,0%,i,-39%,
Cc1ccc(N2C(=O)[C@@H]3C(c4cccnc4)=NO[C@@H]3C2=O)cc1,12%,·,-4%,i,-12%,
CCOc1ccccc1N(CC(=O)NCC1CCCO1)C(=O)CCC(=O)Nc1nccs1 (stereo not drawn),5%,-7%,5%,0.5%,-2%,
COc1ccc(NC(=O)CN(C)C(=O)c2cc3c(s2)CCC3)cc1,2%,-2%,-3%,1.9%,8%,
Cc1nc(Nc2ccc(S(N)(=O)=O)cc2)sc1C(=O)Nc1ccccc1,-8%,5%,45%,1.9%,3%,inhibitors of VEEV 10K pilot screen=1.2
CC(=O)/C=C(\C)Nc1ccc(-c2cnc(-c3ccccc3)o2)cc1,3%,5%,48%,4.3%,23%,
COc1cccc(NC(=O)c2cc3cccc(OC)c3o/c2=N\O)c1,-14%,·,-2%,·,78%,
CCCc1cc(=O)n(-c2nc3ccccc3s2)[nH]1,-3%,6%,-3%,0.8%,6%,
N#Cc1cn(CCOc2ccc(F)cc2)c2ccccc12,-1%,-5%,?,3.2%,65%,
CCOc1ccccc1N1CCN(C2=C(NS(=O)(=O)c3cccs3)C(=O)c3ccccc3C2=O)CC1,2%,25%,9%,8.8%,20%,
CC1(O)N(CCC(=O)Nc2cccc(F)c2)C(=O)OC12CCCCC2 (stereo not drawn),4%,11%,-2%,0.4%,-7%,
CCOc1ccc(NC(=O)CNC(=O)c2ccc(OC)cc2)cc1,-8%,-7%,6%,i,9%,
COc1ccc2oc(=O)cc(CN3CCN(Cc4ccc(OC)c(OC)c4OC)CC3)c2c1,3%,-4%,-3%,0.7%,12%,
COc1cc(Cl)ccc1OCc1cc(C(=O)N2CCCCC2c2cccnc2)no1 (stereo not drawn),4%,0%,-4%,1.4%,21%,
CCn1c(CNC(C)=O)nnc1SCC(=O)c1ccc(Br)cc1,-12%,4%,11%,i,-1%,
CCN(CC1CCCN(CCc2cccc(OC)c2)C1)C(=O)C=C(C)C (stereo not drawn),0%,-2%,1%,i,10%,
CCCCc1nc2c(C)c(N)cnc2n1Cc1cccc([N+](=O)[O-])c1,-13%,-17%,-5%,i,-11%,
O=C(NCc1cccc(Cl)c1)c1cc(COc2ccc3ncccc3c2)on1,-6%,-4%,?,5.2%,67%,
CC1(c2ccccc2Cl)NC(=O)N(CC(=O)N2c3ccccc3NC(=O)C2(C)C)C1=O (stereo not drawn),·,-3%,14%,0.9%,38%,
Cc1cccc(C(=O)OCC(=O)N2CCCC2=O)c1O,·,-5%,3%,2.0%,-2%,
Fc1ccc2cnc(-c3ccccc3F)cc2c1,·,8%,2%,i,35%,
COc1cc(/C=C/C(=O)NCCN2CCOCC2)cc(OC)c1OC,-6%,6%,1%,0.4%,1%,
# Following part:
SMILES,PhoP GFP inhibition,H1N1 NS1A inhibition,H37Rv inhibition,inhibitors of VEEV,tuberculosis growth,others
COc1ccc(C(C)C)cc1S(=O)(=O)n1ccnc1C,-11%,-10%,-3%,i,4%,
O=C(NC(c1ccccc1)c1ccccc1)c1ccccc1,·,0%,·,i,·,
Cc1cc(NC(=S)N(CCN2CCCCC2)Cc2ccco2)ccc1Cl,7%,3%,7%,3.3%,51%,
CC(=O)c1ccc(OCc2cc(C(=O)NCCn3nc(C)cc3C)no2)cc1,1%,-4%,13%,2.4%,21%,

# Arranged by number of heavy atoms (ascending): some entries from above.
SMILES,PhoP GFP inhibition,H1N1 NS1A inhibition,H37Rv inhibition,inhibitors of VEEV,tuberculosis growth,others
COc1ccc(C(C)C)cc1S(=O)(=O)n1ccnc1C,-11%,-10%,-3%,i,4%,
O=C(NC(c1ccccc1)c1ccccc1)c1ccccc1,·,0%,·,i,·,
Cc1cc(NC(=S)N(CCN2CCCCC2)Cc2ccco2)ccc1Cl,7%,3%,7%,3.3%,51%,

# Random draw from the library. About 1.6% of those tested had a hit in this group.
